# D1 PAM – Potentiators of Human D1 Dopamine Receptor: qHTS; HEK293 TREx D1 cells, calcium flux, dopamine EC20 potentiation; 360,000 compounds, 0.036% hits; D(1A) dopamine receptor (Homo sapiens), P21728; potentiation, % at 10 µM; in the data active = potentiation above about 30%; note: 0% is about no effect
# D1 antagonist – Antagonist of Human D 1 Dopamine Receptor: qHTS; D(1A) dopamine receptor (Homo sapiens), P21728; HEK293 TREx D1 cells, calcium flux, dopamine EC80; hits give low values; activity change, negative = inhibition, % at 10 µM; 360,000 compounds, 3.2% hits; AID 504652, 2011; in the data active = activity change below about -30%; note: % is set by controls: 0 for no effect and ±100 for the full control effect
#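 Cells carrying a force-coupled, tetracycline-inducible human D1 receptor report calcium flux. Each well gets a 10 s baseline, compound with 180 s monitoring, then an EC80 dopamine stimulus with a second 180 s kinetic read.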
# D2 antagonist – HTS Assay for Allosteric Antagonists of the Human D2 Dopamine Receptor: Primary Screen for Antagonists | HEK293 TREx D2 cells, calcium flux, dopamine EC80 | 340,000 compounds, 2% hits | inhibition, % at 10 µM | D(2) dopamine receptor (Homo sapiens), P14416 | AID 485344, 2010; in the data active = inhibition above about 30%; note: 0% is about no effect
# Target sequence (P14416 whole entry, looked up): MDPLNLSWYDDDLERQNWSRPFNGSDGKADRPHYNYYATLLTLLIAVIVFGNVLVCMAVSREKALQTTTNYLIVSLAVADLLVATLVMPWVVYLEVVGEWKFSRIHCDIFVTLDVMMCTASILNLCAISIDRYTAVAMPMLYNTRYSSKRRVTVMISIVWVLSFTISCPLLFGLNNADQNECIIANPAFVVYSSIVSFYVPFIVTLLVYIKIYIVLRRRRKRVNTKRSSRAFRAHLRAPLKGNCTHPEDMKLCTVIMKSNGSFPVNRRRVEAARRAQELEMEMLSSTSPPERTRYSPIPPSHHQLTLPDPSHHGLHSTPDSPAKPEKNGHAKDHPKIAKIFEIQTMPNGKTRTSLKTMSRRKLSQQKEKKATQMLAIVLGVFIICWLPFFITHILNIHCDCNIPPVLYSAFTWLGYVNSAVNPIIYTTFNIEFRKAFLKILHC
#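 Calcium flux kinetic readout in an inducible HEK293 TREx D2 line plated overnight at 30 C. After 180 s compound exposure, an EC80 dopamine challenge follows with another 180 s kinetic read to detect antagonism.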
# D2 PAM – HTS Assay for Positive Allosteric Modulators of the Human D2 Dopamine Receptor: Primary Screen for Potentiators; potentiation, % at 10 µM; D(2) dopamine receptor (Homo sapiens), P14416; 340,000 compounds, 0.34% hits; AID 485347, 2010; HEK293 T-REx D2, calcium flux, EC20 dopamine potentiation;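 active = potentiation over 3 SD above the plate norm, cut at about 30% in these data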; note: 0% is about no effect
#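 Calcium flux readout, no-wash dye, 1 read/s. Inducible HEK293 Trex D2 line, overnight 30 C. Compound alone 180 s (agonist flags), then EC20 dopamine, another 180 s to score potentiation.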
# TRHR PAM – qHTS for Small Molecule Agonists and Allosteric Enhancers of Human TRH Receptor: Primary Screen for Enhancers; Thyrotropin-releasing hormone receptor (Homo sapiens), P34981; TRHR cells, fluo-8 calcium fluorescence, EC20 TRH enhancement; enhancement, % at 2 µM; 360,000 compounds, 0.66% hits; in the data active = enhancement above about 30%; note: 0% is about no effect
# Target sequence (P34981 whole entry, looked up): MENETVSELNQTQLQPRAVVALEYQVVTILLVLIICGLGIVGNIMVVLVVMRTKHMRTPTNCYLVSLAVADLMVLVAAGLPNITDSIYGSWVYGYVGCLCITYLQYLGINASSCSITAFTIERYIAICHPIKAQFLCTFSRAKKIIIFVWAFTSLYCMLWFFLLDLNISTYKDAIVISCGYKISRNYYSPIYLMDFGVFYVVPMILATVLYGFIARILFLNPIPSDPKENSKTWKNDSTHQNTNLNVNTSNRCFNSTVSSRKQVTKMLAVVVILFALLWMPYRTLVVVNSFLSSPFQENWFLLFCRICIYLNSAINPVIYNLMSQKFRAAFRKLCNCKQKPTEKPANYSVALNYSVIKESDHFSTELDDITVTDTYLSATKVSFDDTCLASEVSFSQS
#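 Enhancer read-out: after compound pinning and an initial kinetic agonist-mode read, an EC20 of TRH (10 nM final) was injected and fluo-8 calcium signal (Ex 480/Em 530) followed at 1 s/cycle for 100 cycles in TRHR-expressing cells.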
# RXFP1 antag – qHTS Assay for Antagonists of the Relaxin Receptor RXFP1 | 350,000 compounds, 0.59% hits | activity change, negative = inhibition, % at 57.5 µM | HEK293-RXFP1, relaxin-stimulated cAMP HTRF, 30 min; hits give low values | Relaxin receptor 1 (Homo sapiens), Q9HBX9;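 active = activity change of -60% or lower, but not beyond a set lower limit; inconclusive = change between -60% and -40%, or beyond the set limit; inactive = change above -40%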; note: % is set by controls: 0 for no effect and ±100 for the full control effect
# D1 ag – Allosteric Agonists of the Human D1 Dopamine Receptor: qHTS. HEK293 T-REx D1 cells, calcium flux, agonist mode. 360,000 compounds, 1% hits. activation, % at 2 µM; note: 0% is about no effect
#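 Agonism was scored from calcium flux recorded over 180 s (1 read/s) after pintool compound addition, following a 10-cycle baseline. Cells were inducible force-coupled HEK293 TREx D1, plated overnight at 30 C and loaded with no-wash calcium dye.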
# TRHR ag – qHTS for Small Molecule Agonists and Allosteric Enhancers of Human TRH Receptor: Primary Screen for Agonists; Thyrotropin-releasing hormone receptor (Homo sapiens), P34981; TRHR cells, calcium flux fluo-8, FDSS agonist mode; activation, % at 2 µM; 360,000 compounds, 0.18% hits; AID 493084, 2011; note: 0% is about no effect
#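 TRHR-expressing cells, plated overnight in medium with 10% serum, were loaded with fluo-8 calcium dye at room temperature. After a 10 s baseline, library compound was pin-added and calcium release was recorded kinetically (ex 480/em 530) as agonist response.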
# D2 agonist – HTS Assay for Allosteric Agonists of the Human D2 Dopamine Receptor: Primary Screen for Agonists; D(2) dopamine receptor (Homo sapiens), P14416; HEK293 T-REx D2 cells, calcium flux agonist mode; activation, % at 2 µM; 340,000 compounds, 0.53% hits; AID 485358, 2010;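 active = activation over 3 SD above normal in the single-dose calcium agonist read, cut at about 30% in these data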; note: 0% is about no effect
#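 Tetracycline-induced HEK293 Trex cells with D2 receptor force-coupled to calcium signaling, plated overnight at 30 C and loaded with no-wash calcium dye. Calcium flux read kinetically for 180 s after compound addition; responses flag agonists.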
# Numbers without * were called inactive; ? = inconclusive; nt = not tested or not shown. Cut-off read from the data, not from the text of the source, unless noted: active = activation above about 30%; inactive = the rest.
SMILES,D1 PAM,D1 antagonist,D2 antagonist,D2 PAM,TRHR PAM,RXFP1 antag,D1 ag,TRHR ag,D2 agonist
O=C(C1=C[C@H](c2ccc(C(F)(F)F)cc2)C[C@H](OCc2ccc(CO)cc2)O1)N1CCN(Cc2ccc3c(c2)OCO3)CC1,-3.1,6.8,-1.8,0.7,2.0,nt,8.4,-0.1,-1.1
COc1cc(CN2CCC(n3nccc3NC(=O)CCCc3ccccc3)CC2)ccc1F,-7.0,-3.1,-0.9,15.1,-7.7,-13.4,20.7,-0.4,0.5
CCN(C(=O)CSc1n[nH]c(-c2cccs2)n1)C1CCS(=O)(=O)C1 (stereo not drawn),-2.5,-4.4,1.0,-9.9,-7.3,0.4,1.8,-0.6,-1.3
O=C(COc1ccccc1Cl)NCCNC(=O)c1cccnc1,nt,-3.4,13.7,2.1,1.8,8.8,1.7,1.5,-0.1
S=C(NCc1cccnc1)Nc1ccc(Oc2ccc(Cl)cc2)cc1,-12.8,-19.0,4.3,9.2,-2.9,-11.8,12.4,0.6,0.1
COc1ccccc1CNC(=O)C1CCN(S(C)(=O)=O)CC1,1.4,5.0,28.7,6.3,4.7,-0.2,0.7,0.7,-0.3
N/C(CSc1nc(-c2ccccc2)c(-c2ccccc2)o1)=N\O,-4.4,-2.8,-0.6,2.1,-5.4,-1.6,0.6,-0.3,-1.2
O=C(NCC1OCCCN1S(=O)(=O)c1cc(F)ccc1F)C(=O)NC1CCCCC1 (stereo not drawn),-2.7,-26.4,-12.7,3.8,3.6,-3.9,3.6,-0.1,-1.0
CC1=[N+](C)N(c2ccccc2)C(=O)C1N=Cc1c(Cl)cccc1Cl (stereo not drawn),-2.5,15.7,-8.1,-0.3,-2.5,1.3,6.2,1.1,0.4
CCOC(=O)C1CCCN(C(=O)c2ccc(Cl)c(S(=O)(=O)N3CCCCCC3)c2)C1 (stereo not drawn),-2.3,-3.1,4.8,-8.7,7.4,3.0,0.8,-0.8,-0.8
Nc1c(N2CCCC2)cc(Cl)c2nonc12,0.0,4.9,-1.5,12.4,5.9,5.7,9.8,6.8,-2.1
CCOc1ccc(-c2nonc2NC(=O)c2oc3ccc(CC)cc3c2C)cc1,-1.3,-6.1,nt,-2.9,-1.0,-40.0,5.8,3.6,0.7
COc1ccccc1Oc1coc2cc(OC(=O)N3CCOCC3)ccc2c1=O,-6.8,14.7,-3.5,2.9,-7.5,20.8,2.3,0.0,-0.2
CCN(/N=C/C=C/c1ccccc1)c1cc(=O)n(C)c(=O)[nH]1,-1.4,-0.1,-8.9,7.1,2.1,10.3,-0.2,-0.6,-0.1
CCC1(C)NC(=O)N(/N=C/c2cc(OC)c(O)c(OC)c2)C1=O (stereo not drawn),-11.2,-6.0,4.4,-18.7,4.1,-16.8,2.8,0.6,-0.2
COc1cc(OC)cc(C(=O)Nc2cc3c(cc2N2CCCCC2)n(C)c(=O)n3C)c1,0.3,-9.8,nt,9.3,2.6,-4.6,-1.3,-0.6,-3.1
COc1ccc(CCN(C)C(=O)c2oc3ccccc3c2C)cc1OC,-5.0,5.0,4.9,-7.0,1.6,-10.9,1.6,-0.3,0.1
COc1ccccc1NC(=O)CSc1nnc(-c2ccccc2C)o1,2.0,0.0,nt,-16.0,4.4,-0.4,3.1,-0.1,-2.0
Cc1nc(C(=O)N(C)C)nn1-c1cc(Cl)cc(Cl)c1,-4.0,-0.5,12.0,7.7,15.9,-3.8,1.4,-0.8,-1.7
Cc1ccc(S(=O)(=O)NCC(=O)NCC(=O)OC(C(=O)NC(N)=O)C(C)C)cc1C (stereo not drawn),-0.7,3.0,0.2,0.3,-6.4,-4.2,1.4,-0.2,0.5
O=C(Nc1ccc(Cn2cccn2)cc1)c1ccc(COc2ccc(Br)cc2)cc1,-4.7,nt,5.2,9.4,6.4,12.9,0.0,0.4,-1.1
NNC(=O)c1cccn(Cc2ccc(Cl)cc2Cl)c1=O,-0.7,44.6,3.4,0.4,-3.9,-2.4,4.8,-0.1,-0.5
O=C(CCCOc1ccccc1)Nc1ccncc1,-14.2,-6.5,14.5,-8.9,1.4,12.3,12.7,0.0,0.8
Cn1c(=O)[nH]c(=O)c2c1nc(CN1CCN(c3cccc(Cl)c3)CC1)n2CCc1ccccc1,-7.3,-10.5,-1.0,-12.8,-2.4,-21.0,0.5,-1.0,0.6
COCCCn1cc(C(=O)c2cc(OC)ccc2OCC(=O)N2CCCCC2C)cc(C#N)c1=O (stereo not drawn),8.3,-15.0,-31.7,4.4,-0.9,0.7,1.0,0.0,2.6
# Going on with the list.
SMILES,D1 PAM,D1 antagonist,D2 antagonist,D2 PAM,TRHR PAM,RXFP1 antag,D1 ag,TRHR ag,D2 agonist
O=S(=O)(c1ccc2ccccc2c1)N1CCCOC1,-1.3,3.2,10.4,10.7,-5.3,12.0,0.0,-0.5,-0.9
O=C(Nc1ccccc1O)c1ccc([N+](=O)[O-])cc1,0.7,-16.8,-5.5,11.5,-0.2,-2.3,0.7,0.1,0.0
CC(C)(C)C#CC(CCc1ccccc1)OS(N)(=O)=O (stereo not drawn),-3.4,-14.4,-1.2,-3.5,8.8,nt,2.8,1.1,7.4
Cc1ccc(C2=N/C(=C\c3cccc(F)c3)C(=O)O2)cc1,17.9,0.2,-1.4,1.3,4.4,-6.0,7.1,0.6,0.9
COc1ccc(C(=O)NC(=O)COC(=O)CCS(=O)(=O)c2ccc(C)cc2)cc1,0.7,1.1,-1.9,10.0,-6.0,6.7,3.6,-0.5,0.1
CCOC(=O)N1CCC(NS(=O)(=O)c2ccc3c(c2)oc(=O)n3C)CC1,2.4,-21.6,-2.0,-1.5,0.0,8.2,8.3,1.7,2.0
CCc1ccc2c(COn3nnc4ccc(S(=O)(=O)N(C)C)cc43)cc(=O)oc2c1,-4.8,8.3,1.3,-2.0,-1.3,2.9,1.1,-0.2,0.1
CCC(CO)NCc1ccc(OC2CCCC2)cc1 (stereo not drawn),-1.9,21.3,-4.0,3.4,-11.2,-4.2,7.4,0.1,0.2
CCCC(=O)Nc1ccc(Cl)c(NC(=S)NC(=O)c2cc3ccccc3o2)c1,-0.6,19.7,-0.7,10.4,2.4,0.0,1.7,-0.9,-1.7
CCOc1ccc(S(=O)(=O)N2CCCC(C(=O)NCc3ccncc3)C2)cc1Cl (stereo not drawn),-3.9,-31.4*,4.5,nt,7.2,-3.3,13.3,-1.4,-2.9
CCOc1ccc(-n2c(=S)sc3c(=O)[nH]c(SCC(=O)NC(C)CC)nc32)cc1 (stereo not drawn),0.8,22.4,1.8,13.0,-7.0,-13.3,-1.5,-1.3,0.0
CCn1c(=O)cc(OCC(=O)N2CCN(c3ccccc3OC)CC2)c2ccccc21,-1.8,-1.5,nt,2.1,12.4,nt,0.4,-0.7,-0.9
Cc1ccc2c(c1)N(C(=O)N1CCC(C(=O)NCc3ccco3)CC1)CC(C)O2 (stereo not drawn),-2.8,13.3,nt,8.9,-2.1,-24.2,0.3,0.2,0.0
O=c1c2ccc(Cl)cc2nc(-c2ccc([N+](=O)[O-])cc2)n1O,-2.3,5.1,-11.0,-4.7,-4.4,-5.3,5.1,-0.4,1.9
Cc1ccc(/C=C2\SC(=S)N(CCCC(=O)NC3CCCC3)C2=O)cc1,0.0,-22.8,3.6,-0.8,-5.0,3.3,6.1,-0.1,-0.4
CCN1CCN(C(=O)c2ccc(CS(=O)(=O)Cc3ccccc3C)o2)CC1,-3.8,7.5,-9.0,-0.4,-1.7,35.5,2.8,1.0,0.1
Cc1cc(C)c2oc(-c3cccc(N)c3)nc2c1,-0.1,-3.8,-22.4,-1.8,-1.0,16.5,3.7,0.0,-0.8
Cc1ccsc1C(=O)Nc1ccc(OCc2ccccc2)cc1,-1.8,-16.8,-3.8,0.2,1.1,-10.1,3.7,0.5,-0.9
CCn1c(SCC(=O)n2nc(C)cc2C)nnc1-c1ccc2c(c1)OCO2,-5.2,-7.5,3.5,-0.7,-3.9,0.6,3.1,0.2,1.3
Clc1ccccc1CSc1nnc(-c2ccco2)c(-c2ccco2)n1,2.4,-12.2,34.6*,12.0,-7.8,?,1.9,-0.2,-0.5
[N-]=[N+]=CC(=O)CCCN1C(=O)c2ccccc2C1=O,-1.3,-15.0,-0.4,-1.6,-2.6,1.3,1.6,0.5,-0.7

# Molecules shown so far containing a furan ring, fused or not (6):
SMILES,D1 PAM,D1 antagonist,D2 antagonist,D2 PAM,TRHR PAM,RXFP1 antag,D1 ag,TRHR ag,D2 agonist
CCOc1ccc(-c2nonc2NC(=O)c2oc3ccc(CC)cc3c2C)cc1,-1.3,-6.1,nt,-2.9,-1.0,-40.0,5.8,3.6,0.7
COc1ccc(CCN(C)C(=O)c2oc3ccccc3c2C)cc1OC,-5.0,5.0,4.9,-7.0,1.6,-10.9,1.6,-0.3,0.1
CCCC(=O)Nc1ccc(Cl)c(NC(=S)NC(=O)c2cc3ccccc3o2)c1,-0.6,19.7,-0.7,10.4,2.4,0.0,1.7,-0.9,-1.7
Cc1ccc2c(c1)N(C(=O)N1CCC(C(=O)NCc3ccco3)CC1)CC(C)O2 (stereo not drawn),-2.8,13.3,nt,8.9,-2.1,-24.2,0.3,0.2,0.0
CCN1CCN(C(=O)c2ccc(CS(=O)(=O)Cc3ccccc3C)o2)CC1,-3.8,7.5,-9.0,-0.4,-1.7,35.5,2.8,1.0,0.1
Clc1ccccc1CSc1nnc(-c2ccco2)c(-c2ccco2)n1,2.4,-12.2,34.6*,12.0,-7.8,?,1.9,-0.2,-0.5

# From PubChem
